RGS4 act: potentiators or activators of RGS4 | HEK293 M3R/inducible RGS4, carbachol calcium flux Fluo4; stronger effect = lower value | B-score at 10 µM | 310,000 tested, 0.92% active;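 active = B-score of the integrated calcium signal more than 4 SD below the library mean, with starting fluorescence not abnormally high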;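 also: negative B-score means reduced calcium response which marks RGS4 activation or potentiation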
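Material: M3R-expressing HEK293 line, RGS4 induced by doxycycline | Schedule: Overnight RGS4 induction, 30 min dye load 37 °C, 20 min compound RT | Measured by: Fluo4 fluorescence kinetic imaging of calcium | Read-out: Integrated calcium ratio converted to B score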
HDAC3 inhib: inhibitors of human histone deacetylase 3; recombinant HDAC3, fluorogenic peptide/trypsin coupled, fluorescence; O15379; 320,000 tested, 0.15% active; inhibition, % at 8.3 µM; in the data active = inhibition above about 26%, passing the limit was not always enough
ANO1 activ: mouse TMEM16A channel activation, primary screen; 340,000 tested, 0.3% active; AID 623877; B-score at 10 µM; Q8BHY3; HEK293 TMEM16A/YFP-H148Q/I152L, iodide quench fluorescence; stronger effect = lower value;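 active = fluorescence-ratio B-score plate-corrected deviation score at least 3 library SD below zero, with starting fluorescence score within 5 deviations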;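 also: channel opened by trigger with iodide after compound preincubation; score built on the fluorescence ratio of max minus min over baseline; more negative score means more quench and so TMEM16A activation or potentiation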
SKKanGAS inh: SKKanGAS growth inhibition | S. pyogenes SKKanGAS, kanamycin growth, BacTiter-Glo, 6 h | inhibition, % at 7.5 µM | 300,000 tested, 1.3% active | AID 1662;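 active = mean replicate score, as percent of positive control median, at least 50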;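 also: strain carries kanamycin resistance gene driven by streptokinase promoter and grows in 40 µg/ml kanamycin; loss of luminescence reflects streptokinase promoter inhibition or plain growth inhibition; 0% = median of DMSO wells and 100% = positive control at its reference dose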
KCNQ1 block: inhibitors of human KCNQ1 potassium channel. 310,000 tested, 1.3% active. B-score at 10 µM. CHO-K1 KCNQ1, FluxOR thallium flux fluorescence; stronger effect = higher value. AID 2642. P51787;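 active = compounds whose thallium flux B-score, printed positive for inhibition, exceeds three library SD while starting fluorescence stays within three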;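 also: channel opened by potassium depolarization with thallium stimulus after 20 min compound exposure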
TMEM16A inh: blocks the mouse calcium-activated chloride channel TMEM16A; Q8BHY3; HEK293 TMEM16A/YFP iodide influx fluorescence, ionomycin; normalized B-score (activity score, 25-100; higher = stronger inhibition) at 10 µM; AID 588511; 310,000 tested, 1.2% active;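 active = ratio plate-corrected score three or more library SD toward inhibition, starting fluorescence score within five deviations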;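 also: score derived from kinetic fluorescence span divided by baseline fluorescence per well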
KCNQ1 pot: human KCNQ1 channel potentiation or activation | P51787 | CHO-K1 KCNQ1, thallium flux FluxOR fluorescence; stronger effect = higher value | 310,000 tested, 0.35% active | AID 2648 | B-score at 10 µM;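 active = fluorescence ratio B-score, a plate-corrected score, at least three library SD, with initial intensity B-score within 5 SD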
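Assay system: CHO-K1 cells stably expressing KCNQ1. Medium: assay buffer for compound exposure, DMSO matched across wells. Timing: 37 °C overnight plating, 90-min dark dye load, 20-min compound pretreatment. Signal: kinetic FluxOR fluorescence, 10 s baseline plus 110 s post-stimulus.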
hERG protect: shields human hERG channel from block by proarrhythmic agents. AID 1511. Q12809. 310,000 tested, 0.51% active. CHO-hERG, FluxOR thallium flux, dofetilide IC70 present. activation (rescue from dofetilide block), less the hit threshold, % at 10 µM;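 active = activation above the mean of controls blocked by dofetilide plus 5 SD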;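 also: thallium influx through hERG after potassium depolarization seen as dye fluorescence rise; in these data hits start at about 4.7%; inactives centre near -7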
Target sequence (Q12809 whole entry, looked up): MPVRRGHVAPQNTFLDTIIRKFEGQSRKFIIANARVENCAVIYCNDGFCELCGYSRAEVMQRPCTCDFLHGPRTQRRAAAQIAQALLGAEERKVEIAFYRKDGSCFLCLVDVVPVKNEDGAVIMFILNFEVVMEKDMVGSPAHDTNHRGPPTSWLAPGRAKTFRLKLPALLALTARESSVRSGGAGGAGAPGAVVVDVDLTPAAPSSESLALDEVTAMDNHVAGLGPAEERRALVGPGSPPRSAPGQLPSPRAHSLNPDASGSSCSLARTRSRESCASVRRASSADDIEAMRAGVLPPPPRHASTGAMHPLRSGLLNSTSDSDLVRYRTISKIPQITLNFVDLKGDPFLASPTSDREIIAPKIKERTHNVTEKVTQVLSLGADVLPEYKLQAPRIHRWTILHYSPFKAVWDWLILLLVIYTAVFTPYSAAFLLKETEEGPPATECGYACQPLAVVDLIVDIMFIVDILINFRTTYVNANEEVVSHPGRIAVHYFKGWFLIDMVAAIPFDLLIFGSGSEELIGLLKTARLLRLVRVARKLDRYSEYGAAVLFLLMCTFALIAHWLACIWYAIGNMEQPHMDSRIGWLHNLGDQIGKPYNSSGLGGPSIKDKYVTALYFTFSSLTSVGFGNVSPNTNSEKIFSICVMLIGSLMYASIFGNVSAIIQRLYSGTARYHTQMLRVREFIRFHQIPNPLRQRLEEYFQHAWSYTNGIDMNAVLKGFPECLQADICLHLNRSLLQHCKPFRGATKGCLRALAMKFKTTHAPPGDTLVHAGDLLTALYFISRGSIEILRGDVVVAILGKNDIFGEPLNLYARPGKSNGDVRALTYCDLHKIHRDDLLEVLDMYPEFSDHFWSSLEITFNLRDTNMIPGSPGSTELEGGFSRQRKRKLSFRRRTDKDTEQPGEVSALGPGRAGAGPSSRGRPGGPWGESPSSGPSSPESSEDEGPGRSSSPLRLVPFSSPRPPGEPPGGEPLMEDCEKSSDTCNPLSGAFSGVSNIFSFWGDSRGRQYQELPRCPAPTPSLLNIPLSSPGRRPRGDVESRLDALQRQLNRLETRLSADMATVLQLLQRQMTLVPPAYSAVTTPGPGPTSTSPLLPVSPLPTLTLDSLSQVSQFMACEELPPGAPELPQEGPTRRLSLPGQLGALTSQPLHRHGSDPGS
KCNK3 inh: human KCNK3 channel inhibition, primary screen | CHO-KCNK3 thallium flux, FluxOR fluorescence; stronger effect = lower value | AID 602410 | 340,000 tested, 0.84% active | B-score at 10 µM;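 active = B-score under library mean minus 4 SD, starting fluorescence ratio at most library mean plus 5 SD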;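 also: more negative B-score means stronger inhibition of thallium flux through KCNK3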
RGS4 block: human RGS4 inhibition | P49798 | HEK293 M3R/RGS4 inducible, Fluo-4 calcium flux; stronger effect = higher value; triggered by carbachol at its EC20 | B-score at 10 µM | 310,000 tested, 0.45% active | AID 463165;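 active = B-score, a plate-corrected calcium signal, over three deviations above library mean, with baseline fluorescence within five deviations of library mean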;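 also: RGS4 expression induced by doxycycline in cells with stable M3 receptor; B-score is computed from the integrated fluorescence ratio over baseline after carbachol; higher B-score means a larger calcium signal and so more RGS4 inhibition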
KCNK9 inh: blocks the human KCNK9 two-pore domain potassium channel; HEK293 KCNK9, FluxOR thallium flux fluorescence; stronger effect = lower value; B-score at 10 µM; 310,000 tested, 1.2% active; AID 488922;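 active = ratio B-score over 3 SD below the library mean, with starting fluorescence within 5 SD of its mean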;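 also: negative B-score means less thallium flux so channel inhibition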
* = called active by the depositor; i = inactive; . = not tested or not shown. Random draw from the library. About 6.3% of those tested had a hit in this group.

| structure | RGS4 act | HDAC3 inhib | ANO1 activ | SKKanGAS inh | KCNQ1 block | TMEM16A inh | KCNQ1 pot | hERG protect | KCNK3 inh | RGS4 block | KCNK9 inh |
| --- | --- | --- | --- | --- | --- | --- | --- | --- | --- | --- | --- |
| CSC1=C(C#N)C(=O)NC(c2ccc(Cl)cc2)S1 (stereo not given) | i | 14.3 | i | 1.3 | i | i | i | -3.1 | i | i | i |
| CCOc1ccc([N+](=O)[O-])c(N)c1 | i | 0.6 | i | -6.0 | i | i | i | -6.2 | i | i | i |
| Cc1cc2cc(CNS(=O)(=O)c3ccc4ccccc4c3)ccc2n1C | i | -2.4 | i | 7.7 | i | i | i | -12.2 | i | i | i |
| Cc1cccc(OCC(=O)N/N=C/c2ccccc2C(=O)O)c1 | i | 1.5 | i | 0.9 | i | i | i | 4.2 | i | i | i |
| CC(=O)Nc1ccc(C2=NN(c3ccccc3)C(c3ccccc3)C2)cc1 (stereo not given) | i | 1.5 | i | 17.5 | i | i | i | -1.0 | i | i | -6.75* |
| COC(=O)N1C(=O)[C@@](c2ccccc2)(C2CCCC2)N1C(=O)OC | i | 0.7 | i | -0.8 | i | i | i | -2.0 | i | i | i |
| COc1ccccc1/C=C/CN1CCC(Oc2ccc(C(=O)N3CCCC3)cc2)CC1 | i | -0.3 | i | -1.3 | i | i | i | -10.8 | i | i | i |
| COc1ccc2nc(NC(=O)C(NS(=O)(=O)c3cccs3)C(C)C)sc2c1 (stereo not given) | i | -6.6 | i | 0.1 | i | i | i | -7.6 | i | i | i |
| CCC(C)[C@H](NC(=O)C1CC(=O)N(c2ccc(OC)cc2)C1)C(=O)NC1CCCC1 (stereo not given in full) | i | -4.6 | i | -0.8 | i | i | i | -12.0 | i | i | i |
| COc1cccc(-c2csc(NC(C)=O)n2)c1 | i | 0.4 | i | 7.0 | i | i | i | -14.9 | i | i | i |
| O=S(=O)(c1cccc(-c2nnc(SCc3ccc(Cl)cc3)o2)c1)N1CCCCC1 | i | -2.8 | i | 1.4 | i | i | i | -5.9 | i | i | -7.21* |
| CCS(=O)(=O)N1CCN(C(=O)c2cccs2)CC1 | i | 2.3 | i | -3.2 | i | i | i | -10.0 | i | i | i |
| Nc1c(C(=O)c2ccc(Cl)cc2)oc2ccccc12 | i | -5.9 | i | 4.8 | i | i | i | -5.5 | i | i | i |
| CC1CCCN(C(=O)c2cccc(S(=O)(=O)Nc3cc(C(F)(F)F)ccc3Cl)c2)C1 (stereo not given) | i | 5.1 | i | 7.4 | i | i | i | -6.8 | i | i | i |
| O=C(COc1ccccc1Cc1ccccc1)NCCCN1CCOCC1 | i | 6.3 | i | -5.2 | i | i | i | -10.8 | i | i | i |
| COc1ccccc1OCCCCOc1ccccc1C(C)=O | i | -0.5 | i | -9.3 | i | 25* | i | -14.6 | i | i | i |
| COc1ccc(C(C(O)C(=O)c2c[nH]c3ccccc23)N2CCN(c3ccc(OC)cc3)CC2)cc1 (stereo not given) | i | 1.4 | i | 1.2 | i | i | i | -15.8 | i | i | i |
| COc1cc(C(=O)NCCC(=O)NCCN2CCCCCC2)cc(OC)c1OC | i | 4.4 | i | -5.9 | i | i | i | -19.0 | i | i | i |
| O=C(NC(Cc1ccccc1)C(=O)Oc1ccc2c(C(F)(F)F)cc(=O)oc2c1)OCc1ccccc1 (stereo not given) | i | 3.5 | i | 6.6 | i | i | i | -12.3 | i | i | i |
| CCn1ccnc1CN(C)C(=O)CCc1nnc(CCCc2ccccc2)o1 | i | 0.5 | i | -4.6 | i | i | i | -7.4 | i | i | i |
| Cc1ccc(CCC(=O)Nc2ccc(Cl)cc2)o1 | i | 1.1 | i | 0.0 | i | i | i | -8.3 | i | i | i |
| COc1ccc(S(=O)(=O)N2CCN(C(=O)c3cccs3)CC2)cc1 | i | 8.8 | i | 1.1 | i | i | i | -5.7 | i | i | i |
| CCOC(=O)CSC1=C(C#N)C(c2ccc(F)cc2)C(C(C)=O)=C(C)N1 (stereo not given) | i | 3.5 | i | -0.9 | i | i | i | -4.3 | i | i | i |
| O=C1N[C@@H](Cc2cn(S(=O)(=O)c3ccc(F)cc3)c3ccccc23)C(=O)N[C@H]1Cc1ccccc1 | i | -4.3 | . | 2.3 | i | i | i | -3.1 | . | i | i |
| Brc1ccc2c(c1)C(c1cccs1)=NNC(c1cccnc1)=N2 | i | -4.1 | i | -10.8 | i | i | i | -4.0 | i | i | i |
| CCCC(=O)Nc1nc2ccc(NC(=O)c3ccccc3F)cc2s1 | i | 6.8 | i | 5.5 | i | i | i | -19.7 | i | i | i |
| CC1CC(=O)C2=C(C1)Nc1nc3ccccc3n1C2c1cccnc1 (stereo not given) | i | 0.5 | i | -1.5 | i | i | i | -7.9 | i | i | i |
| Cc1cc(C)n(C(=O)Cc2cn3ccsc3n2)n1 | i | 2.4 | i | -1.9 | i | i | i | -6.4 | i | i | i |
| Cc1ccc(N(CC#N)C(=O)CS(=O)(=O)c2cccc([N+](=O)[O-])c2)cc1 | i | 0.0 | i | -5.8 | i | i | i | -5.4 | i | i | i |
| CCN1C(=O)c2ccccc2S(=O)c2ccc(C(=O)NCCN(CC(C)C)CC(C)C)cc21 (stereo not given) | i | -1.2 | i | 0.1 | i | i | i | -6.2 | i | i | i |
| CN1CCN(Cc2c(O)ccc3cc(-c4ccccn4)c(=O)oc23)CC1 | i | -245.8 | i | -16.3 | i | i | i | -15.5 | i | i | i |
| CC(=O)N1c2ccccc2C(=O)C1N(C)c1ccc(C)cc1 (stereo not given) | i | -3.5 | i | -3.1 | i | i | i | -1.1 | i | i | i |
| CN1CCN(NC(=O)c2ccc(S(=O)(=O)N3CC4(C)CC3CC(C)(C)C4)cc2)CC1 (stereo not given) | i | -1.7 | i | -14.1 | i | i | i | -7.5 | i | i | i |
| O=C(CN1C(=O)NC2(CCCC2)C1=O)N1CCN(S(=O)(=O)c2ccccc2[N+](=O)[O-])CC1 | i | 3.3 | i | -8.0 | i | i | i | -13.3 | i | i | i |
| O=C(/C=C/c1ccc(Cl)c([N+](=O)[O-])c1)c1cccnc1 | i | -10.5 | i | -2.8 | i | i | i | -12.1 | i | 11* | i |
| COCCn1c(=O)[nH]c2cc(C(=O)NC3CCCCCC3)ccc2c1=O | i | -3.3 | i | -3.2 | i | i | i | -6.2 | i | i | i |
| CCN1CCN(c2cc3c(cc2F)c(=O)c(S(=O)(=O)c2ccccc2)cn3C)CC1 | i | -37.1 | i | -4.2 | i | i | i | -5.5 | i | i | i |
| Cc1ccc(C(=O)NCC(=O)OCC(=O)N(CC(C)C)c2c(N)n(Cc3ccccc3)c(=O)[nH]c2=O)cc1C | i | 10.4 | i | -3.6 | i | i | i | -13.1 | i | i | i |
| COc1ccc2c(c1)c(=O)oc1cc(O)ccc12 | i | -4.8 | i | -5.2 | i | i | i | -5.7 | i | i | i |
| O=C(CSc1nnc(COc2ccc(Cl)cc2)o1)N1c2ccccc2CCc2ccccc21 | i | 9.4 | i | 8.5 | i | i | i | -10.4 | i | i | i |
| Cc1[nH]c2ccccc2c1C(=O)C(=O)N1CCN(C(=O)c2ccco2)CC1 | i | 1.0 | i | -5.3 | i | i | i | -9.9 | i | i | i |
| Cc1cc(CNC(=O)COc2ccccc2F)c2ccccc2n1 | i | -2.4 | i | 10.4 | i | i | i | -6.1 | i | i | i |
| O=C(Cc1ccc(O)cc1)NCCNC(=S)NCc1ccccc1 | i | 2.9 | i | -4.0 | i | i | i | -6.1 | i | i | i |
| COc1ccccc1C/C(N)=N/O | i | 0.0 | i | -5.4 | i | i | i | -4.6 | i | i | i |
| O=C1c2cccc3cccc(c23)C(=O)N1OS(=O)(=O)c1ccc(Br)cc1 | i | 1.6 | i | -12.4 | i | i | i | 0.8 | i | i | i |
| C=CCSC1=N/C(=C\c2ccsc2)C(=O)S1 | i | 2.8 | i | 2.1 | i | i | i | -2.1 | i | i | i |
| Fc1cccc(NC(=S)Nc2cccnc2)c1 | i | -2.6 | i | -8.7 | i | i | i | -19.0 | i | i | i |
| N#C/C(=N\Nc1ccccc1)C(=N)N1CCOCC1 | i | 5.3 | i | -14.9 | i | i | i | -3.8 | i | i | i |
| O=C(Cc1ccc(Cl)cc1)Nc1ccc(N2CCCC2)cc1 | . | -2.9 | i | -0.5 | . | i | . | . | i | . | . |
| CCN1C(=O)c2cccc3c(S(=O)(=O)Nc4ccncc4)ccc1c23 | i | 4.4 | i | 6.0 | i | i | i | -13.4 | i | i | i |
| CN1CCN(C(c2ccc(C(F)(F)F)cc2)c2cc(Cl)c3cccnc3c2O)CC1 (stereo not given) | i | 0.1 | . | 103.7* | i | i | i | -6.3 | . | i | i |
| NC1=NC2(CCCCC2)n2c(nc3ccccc32)N1 | i | -5.6 | i | -0.7 | i | i | i | -7.8 | i | i | i |
| COc1ccccc1NC(=O)c1oc2ccccc2c1NC(=O)c1ccco1 | i | -0.8 | i | -6.9 | i | i | i | -11.9 | i | i | i |
| COc1ccccc1C(=O)Nc1nnc(S(=O)(=O)N2CCOCC2)s1 | i | 11.0 | i | 3.3 | i | i | i | -8.3 | i | i | i |
| COc1cccc(C2C3=C(N=c4s/c(=C\c5ccc(O)cc5)c(=O)n42)c2ccccc2CC3)c1OC (stereo not given) | i | -1.4 | i | 11.1 | i | i | i | -7.1 | i | i | i |
| O=C(CN1CCN(C(=O)C2CCCO2)CC1)Nc1ccc(Cl)cc1 (stereo not given) | i | -5.5 | i | 12.5 | i | i | i | -4.7 | i | i | i |
| O=C(CSc1nc2ccc([N+](=O)[O-])cc2[nH]1)NC1CCCCC1 | i | 5.2 | i | 2.3 | i | 25* | i | -14.1 | i | i | i |
| O=C(Nn1cnnc1)c1ccc(Br)s1 | i | 3.2 | i | -0.1 | i | i | i | -0.4 | i | i | i |
| Cc1cc(Br)ccc1SCC(=O)OCC(=O)N1CCN(C(=O)c2ccco2)CC1 | i | -4.7 | i | -18.0 | i | i | i | -12.5 | i | i | i |
| COc1ccc(CC(=O)NCc2n[nH]c(=S)n2C)cc1 | i | 6.7 | i | 1.1 | i | i | i | -6.0 | i | i | i |
| C#CCOCCOCCOCCNc1nc(N2CCN(C(=O)[C@H]([C@@H](C)O)n3cc(CCCCN)nn3)CC2)nc(N2CCN(C(=O)[C@H](Cc3ccc(O)cc3)n3cc(CCO)nn3)CC2)n1 | i | 0.6 | i | -1.2 | i | i | i | -6.3 | i | i | i |
| CCOc1cc(/C=C2\N=C(C)OC2=O)cc(Cl)c1OCC(=O)OC | i | 48.4* | i | -5.8 | i | i | i | -9.9 | i | i | i |
